Mtb RmlCD inh = M. tuberculosis RmlC/RmlD coupled enzyme inhibitors, primary screen, biochemical, compound mixtures, 384-well, from 1536-well plates; hit rate 0.03% among 160,000; inhibition, % at 3.6 µM; RmlC+RmlD coupled enzyme assay, percent inhibition; primary screen in compound mixtures; dTDP-4-dehydrorhamnose reductase (Mycobacterium tuberculosis (strain ATCC 25618 / H37Rv)) …; in the data active = inhibition mostly above about 34%, no sharp cut-off; also: some results filed as inactive read as strong as hits
Target sequence (P9WH09 whole entry, looked up): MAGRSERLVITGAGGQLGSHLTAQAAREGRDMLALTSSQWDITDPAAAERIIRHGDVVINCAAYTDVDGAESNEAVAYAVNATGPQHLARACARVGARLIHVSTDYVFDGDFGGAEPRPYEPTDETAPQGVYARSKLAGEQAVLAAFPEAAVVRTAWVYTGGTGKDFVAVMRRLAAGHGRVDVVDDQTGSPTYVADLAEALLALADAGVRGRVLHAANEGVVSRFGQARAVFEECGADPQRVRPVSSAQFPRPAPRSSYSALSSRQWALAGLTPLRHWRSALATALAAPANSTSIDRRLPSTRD
Target sequence (P9WH11 whole entry, looked up): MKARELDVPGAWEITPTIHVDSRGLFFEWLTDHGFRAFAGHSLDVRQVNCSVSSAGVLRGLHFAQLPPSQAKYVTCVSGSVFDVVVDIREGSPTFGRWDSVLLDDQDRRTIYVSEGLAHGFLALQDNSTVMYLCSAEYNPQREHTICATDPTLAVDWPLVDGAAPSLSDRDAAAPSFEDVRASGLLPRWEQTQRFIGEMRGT
GlmU inhibition = inhibition of mycobacterial GlmU enzyme – biochemical, glucosamine-1-phosphate acetyltransferase (AID 1376) | Bifunctional protein GlmU (Mycobacterium tuberculosis (strain ATCC 25618 / H37Rv)) | M. tuberculosis GlmU acetyltransferase enzyme assay; higher % means a stronger effect | inhibition, %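 (tested at 30 µM in the primary screen)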, or IC50 in µM where a hit was titrated | hit rate 0.25% among 220,000; in the data active = inhibition above about 13%;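 also: 0% = complete reaction with vehicle and 100% = reaction without substrate; strong numbers were not always called active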
Active calls of the source: *; nt = no result given; & = joins results of further samples.

SMILES	Mtb RmlCD inh	GlmU inhibition
CCNc1nc2c(c(=O)n(Cc3ccccc3)c(=O)n2C)n1Cc1ccccc1	17	-3.0%
c1ccc(-c2ccc3c(c2)NC(C2Nc4cc(-c5ccccc5)ccc4O2)O3)cc1 (stereo unspecified)	-4	-0.9%
Cc1nc(C)c(C(=O)N/N=C/c2cn(C)c3ccccc23)s1	20	-4.5%
COc1ccnc(Oc2ccc(Cl)cc2)c1C#N	3	-3.9%
Cc1c(Cl)cccc1NC(=O)CNC(=O)c1ccc(F)cc1	-5	0.5%
Cc1ccc(C(N)=O)cc1S(=O)(=O)Nc1cccc(C)c1C	nt	6.4%
C#CCSc1nc(=O)c2cccnc2n1-c1ccc(C)cc1	-6	-1.2%
Cc1cccc(C)c1NC(=O)CNc1ccccc1	3	5.9%
CN1CCC2(CC1)C(C#N)=C(N)NC(S)=C2C#N	-5&15	-6.2%&-1.9%
CCOc1ccc(C(C)=O)cc1N1C(=O)C2C3C=CC(C3=C(C)C)C2C1=O (stereo unspecified)	nt	7.1%
O=C(CSCc1ccc(F)cc1)NCc1ccco1	nt	-0.1%
O=C(c1ccco1)N1CCN(c2ncnc3scc(-c4ccccc4)c23)CC1	17	3.5%

Molecules above that contain fluorine:
SMILES	Mtb RmlCD inh	GlmU inhibition
Cc1c(Cl)cccc1NC(=O)CNC(=O)c1ccc(F)cc1	-5	0.5%
O=C(CSCc1ccc(F)cc1)NCc1ccco1	nt	-0.1%

The results go on.
SMILES	Mtb RmlCD inh	GlmU inhibition
N#Cc1c(Nc2ccccc2)sc(C(=O)c2ccc(F)cc2)c1N	2	1.6%
CC(C)Nc1nc(SC(C)C(=O)Nc2ccccc2)nc(N(C)C)n1 (stereo unspecified)	-18	-3.0%
CN(C)S(=O)(=O)c1cc(NC(=O)COC(=O)Cc2cccc3ccccc23)ccc1Cl	18	3.7%
CC1CC(C)CN(CCC(=O)Nc2cccc(Cl)c2)C1 (stereo unspecified)	2	-6.4%
O=C(Cn1cccc1C(=O)c1ccccc1)NCCC1=CCCCC1	0	0.5%
OCCN1CCN(C(=S)Nc2cccc(C(F)(F)F)c2)CC1	nt	0.6%
Cc1cc(C)n(C(=O)/C(C#N)=N/Nc2cc(Cl)cc(Cl)c2)n1	-2	-5.0%
Cc1ccc(OCC(=O)Nc2ccc(S(=O)(=O)Nc3onc(C)c3C)cc2)cc1	-14	0.1%
CCCCOC(=O)/C=C/c1ccc(OC(=O)OC)c(OC(=O)OC)c1	-15	0.2%
Cc1ccc(-c2c3c(=O)n(C)c(=O)n(C)c3cn2N2CCOCC2)cc1	5	2.8%
C/C=C/C(=O)Nc1nnc(-c2ccccc2C)s1	10	0.9%
C[N+]1(C)CC2([N+](=O)[O-])CC=C(Oc3ccccc3)C([N+](=O)[O-])(C2)C1 (stereo unspecified)	-6	-6.2%
CCc1c(C)nc(N)nc1N1N=C1SCC#N	0	2.1%
CCN(CC)c1ccc2c(c1)oc(=O)c1c(Cl)cc(=O)oc12	0	4.0%
CCOc1cc(CNc2ccc(N3CCCCC3)cc2)cc(Br)c1OCC(=O)NC(C)(C)C	-13	-2.2%
COCCCNC(=O)Cn1nnc(-c2ccccc2NC(=O)c2ccccc2F)n1	nt	6.3%
S=c1[nH]nc(-c2ccco2)n1-c1cccc2ccccc12	-2	1.1%
CC(C)(C)NC(=O)/C(=C\c1ccc(Br)cc1)NC(=O)c1cccs1	18	-2.3%
CCOc1ccc(Nc2nnc(SCc3nc4ccccc4c(=O)[nH]3)s2)cc1	nt	-2.6%
COc1ccc(NC(=S)NCc2cccnc2)cc1	4	2.9%
O=c1ccsn1Cc1ccccc1	4	-3.0%
Cc1cc([N+](=O)[O-])c(NC2CCCCC2)c([N+](=O)[O-])c1	nt	6.0%
CCOC(=O)c1ccc(NC(=O)CSc2nnc(C3CC3)n2C)cc1	nt	3.3%
COc1ccc(CN2C(=O)CN(C3CCCCCC3)C(=O)C2c2ccc(F)cc2)cc1 (stereo unspecified)	-10	3.1%
COc1cccc(N/C(N)=N/c2nc(C(F)(F)F)cc(=O)[nH]2)c1	24	-3.1%
N#CCC(=O)N/N=C/c1ccc(OC2CSC2)cc1	-5	5.0%
Cc1ccc(/C=N/NC(=O)Cn2cncn2)cc1	0	-4.0%
S=C(NCc1ccccc1)NNc1ccccc1	nt	-4.9%
CC1(C)CC(=O)C=C(c2cccnc2)C1	nt	-4.6%
O=C(Nc1nccs1)c1cc(S(=O)(=O)N2CCOCC2)c(Cl)cc1Cl	nt	-3.6%
O=S1(=O)CCN2N=C(C34CC5CC(CC(C5)C3)C4)SC2=N1	14	3.4%
Nc1nc(-c2ccc(Br)cc2)c(S(=O)(=O)c2ccccc2)s1	nt	-3.1%
COc1ccc(CNC(=O)c2noc(C(C)C)c2[N+](=O)[O-])cc1	-10	1.5%
CC(=O)NCc1c(Cl)cccc1-n1cccc1	-2	-2.7%
COC(=O)C1=C(C)NC(C)=C(C(=O)OC)C1c1ccccc1[N+](=O)[O-]	nt	-2.5%
O=C(Nc1ccc(F)cc1)Nc1cc(S(=O)(=O)N2CCOCC2)ccc1N1CCCC1	2	-1.4%
COc1ccc(C(=O)COC(=O)C(CCCCN2C(=O)C3C4C=CC(C4)C3C2=O)N2C(=O)C3C4C=CC(C4)C3C2=O)cc1 (stereo unspecified)	nt	-2.1%
O=C(Cn1nc(-c2ccccc2)c2ccccc2c1=O)Nc1cccnc1	nt	4.5%
CC1=C(CC(=O)O)c2cc(F)ccc2/C1=C\c1ccc(S(C)=O)cc1 (stereo unspecified)	nt	0.9%
COC(=O)c1ccc(NS(=O)(=O)c2cccc3cccnc23)cc1	nt	1.4%
Oc1ccc(CCc2n[nH]c(=S)n2-c2ccc(F)cc2)cc1	0	1.2%
CC(=O)NCCn1c(SCC#N)nc2ccccc2c1=O	nt	2.8%
COc1ccc(/C=N/NC(=O)Cn2ccnc2C)cc1OC	2	-2.0%
CCOc1cccc2cc(C(C)=O)oc12	-11	-3.9%
OCCCNc1nccc(-c2cc(Nc3cccc(Cl)c3)ncn2)n1	-8	5.2%
COC(=O)c1c(-c2cccc(OC)c2)csc1N	5	2.5%
COCCCNc1nc2ccccc2[nH]c1=O	-13	-3.5%
COc1cc(CCC(=O)Nc2ccc(S(=O)(=O)NC3=NCCCCC3)cc2)cc(OC)c1OC	-4	-4.1%

Full records, quoted from the list. Screens in order: Mtb RmlCD inh, GlmU inhibition
CN(C)S(=O)(=O)c1cc(NC(=O)COC(=O)Cc2cccc3ccccc23)ccc1Cl reads 18, 3.7%
COCCCNC(=O)Cn1nnc(-c2ccccc2NC(=O)c2ccccc2F)n1 reads nt, 6.3%
c1ccc(-c2ccc3c(c2)NC(C2Nc4cc(-c5ccccc5)ccc4O2)O3)cc1 (stereo unspecified) reads -4, -0.9%
COc1ccnc(Oc2ccc(Cl)cc2)c1C#N reads 3, -3.9%
O=C(CSCc1ccc(F)cc1)NCc1ccco1 reads nt, -0.1%

Later entries:
SMILES	Mtb RmlCD inh	GlmU inhibition
COc1ccc(CC(=O)Nc2cc(S(=O)(=O)N3CCCCC3)ccc2N2CCN(C)CC2)cc1	-4	0.7%
NS(=O)(=O)c1ccc(NC(=O)Cc2c(F)cccc2Cl)cc1	-6	2.8%
O=C(COC(=O)c1cccc2ccccc12)NCC1CCCO1 (stereo unspecified)	11	-7.3%
N#Cc1c(N)nc2c(c1-c1ccccc1)CCC2	29	0.1%
CC1(C)CC(=O)C2=C(C1)N1C(=C(C#N)C2c2ccccc2Cl)N=C(N)c2ccccc21 (stereo unspecified)	nt	0.6%
O=C(O)C1C2C=CC(C2)C1C(=O)OC1CC2CCC1C2 (stereo unspecified)	nt	-4.9%
Cc1cccc(Nc2nnc(SCc3cc(=O)n4cc(C)ccc4n3)s2)c1	nt	-9.3%
CC(=O)C12C3C4C(C5C1C3C5(Br)C41OCCO1)C21OCCO1 (stereo unspecified)	-3	-4.7%
Cc1ccc([N+](=O)[O-])cc1NCC(=O)NN	-7	3.4%
CC(=O)NC(CCS(C)(=O)=O)C(=O)Nc1ccc(C)c(F)c1 (stereo unspecified)	nt	3.7%
CCCC[C@@H]1CNC(=O)C(=O)N1CC(C)(C)C	-6	4.5%
CCOC(=O)c1cnc(COc2ccccc2Cl)[nH]c1=O	nt	3.4%
COc1cc(-c2cc(C(=O)Nc3nc4ccccc4s3)c3ccccc3n2)cc(OC)c1OC	7	2.7%
Cc1cccn2c(=O)c(/C=C(\C#N)C(=O)NCc3ccco3)c(N3CCCC(C)C3)nc12 (stereo unspecified)	9	-1.7%
Cc1cc(C)c(C)c(S(=O)(=O)NCC(=O)N2CCCC2)c1C	-5	0.7%
CCN(CC)S(=O)(=O)c1cc(NC(=O)CN2C(=O)NC3(CCCc4ccccc43)C2=O)ccc1C (stereo unspecified)	6	1.5%
Cc1sc(NC(=O)c2ccccc2)c(C(=O)c2ccccc2)c1C	6	3.4%
CCOC(=O)Cn1cc(/C=N/N2C(=O)C3C4C=CC(C4)C3C2=O)c2ccccc21 (stereo unspecified)	-6	-3.1%
CN1CCN(CCCNC(=O)C2CCN(c3nnc(-n4cccc4)s3)CC2)CC1	6	nt
COc1ccc(NC(=S)NNC(=O)c2nnn(-c3ccccc3)c2C)cc1	3	2.5%
CN(C)CCNC(=O)c1ccc2c(c1)N(Cc1ccc(F)cc1)CCS2	11	-0.3%
Cc1c(C(=O)NC(C)C)c(-c2ccccc2)nn1-c1ccccc1	-4	-2.3%
Nc1ccc2c(c1)C(=O)N(CCCC(=O)O)C2=O	nt	4.3%
CCOc1cc(C)c(C(C)C)cc1S(=O)(=O)N1CCOCC1	nt	-2.8%
COc1ccc2cc3cc(C(=O)Nc4ccc5c(c4)OCCO5)oc3nc2c1	-9	0.7%
CC(C)CCNC(=O)C(C)N(C(=O)Cn1nnc(-c2ccc(F)cc2)n1)C1CCCC1 (stereo unspecified)	nt	4.8%
Cc1nc(N)sc1C(=O)N/N=C/c1ccco1	-4	5.6%
CC1(NC(=O)C2CCCCC2)CCS(=O)(=O)C1 (stereo unspecified)	7	-2.0%
Cc1nn(-c2ccccc2)c(C)c1C(=O)OCC(=O)NC12CC3CC(CC(C3)C1)C2	44	0.3%
O=C(Nc1cccc2ccccc12)c1ccc(OC(=S)N2CCOCC2)cc1	-5	6.3%
O=C(Nc1ccc(N2CCOCC2)c(Cl)c1)c1ncn[nH]1	nt	1.3%
O=C(NCc1ccccn1)C1Nc2ccc(OC(F)(F)F)cc2C2C=CCC12 (stereo unspecified)	nt	2.1%
C=CCOC(=O)C(C#N)c1nc2ccccc2nc1N1CCN(c2ccccc2OC)CC1 (stereo unspecified)	3	-6.0%
COc1cc(C(=O)Nc2ccc(NC(C)=O)cc2)ccc1OCc1ccccc1	4	3.3%
CCC(C)n1c(C)nc2c(c1=O)c1nc3ccccc3nc1n2CCC1=CCCCC1 (stereo unspecified)	nt	1.4%
CSc1nnc(C)c(=O)n1COC(=O)c1ccc([N+](=O)[O-])cc1	10	1.2%

Continued; it opens with the two that closed the last part.
SMILES	Mtb RmlCD inh	GlmU inhibition
CCC(C)n1c(C)nc2c(c1=O)c1nc3ccccc3nc1n2CCC1=CCCCC1 (stereo unspecified)	nt	1.4%
CSc1nnc(C)c(=O)n1COC(=O)c1ccc([N+](=O)[O-])cc1	10	1.2%
Cc1cc2cc(CNC(=O)c3ccc(S(=O)(=O)N4CCOCC4)cc3)ccc2[nH]1	nt	-2.5%
CCc1nnc(NC(=O)CSc2nc3c(c(=O)n2-c2ccccc2OC)SCC3)s1	7	3.5%
Cc1ccc(C(=O)NCC(=O)O)cc1S(=O)(=O)N1CCCCC1	45	5.7%
Cc1nn(C(C)(C)C)c(OC(=O)c2ccc3c(c2)OCO3)c1S(=O)(=O)c1ccccc1	nt	3.5%
O=C(Nc1cccc(-c2nc3ccccc3s2)c1)c1cc(=O)c2ccccc2o1	12	-1.7%
CCOC(=O)C1(Cc2ccccc2)CCN(Cc2ccc(C)s2)CC1	9	-1.6%
Cc1ccnc(NC(=O)CCC(=O)N(CC(=O)NC(C)(C)C)c2ccc(F)c(Cl)c2)c1	5	4.3%
O=C(O)c1ccc(N/N=C/c2cccc3cccnc23)cc1	-2	2.5%
Cc1cccc(N2C(=O)CC(Cn3nc(C)cc3C)C2=O)c1 (stereo unspecified)	5	2.4%
Cc1cc(=O)[nH]c(N/N=C/c2ccc(Br)s2)n1	-14	3.6%
NCCc1nc(-c2ccccc2)cs1	nt	3.1%
CCCCCCNS(=O)(=O)c1nc2nc(C)cc(C)n2n1	nt	3.1%
CCn1c(SCC(=O)Nc2ccc(OC)cc2)nnc1-c1ccco1	nt	2.5%
O=C1CCCCCN1Cc1ccccc1	nt	3.2%
CCOc1ccccc1NC(=O)CSc1nnnn1-c1ccc(C(=O)OC)cc1	3	2.0%
O=C1C=C(NCc2ccc3c(c2)OCO3)CC(c2ccccc2)C1 (stereo unspecified)	6	0.6%
Cc1oc(C(C)(C)C)c(CN2CCCC2)c1C(=O)O	10	-0.1%
CCCCn1c(C)c(C(=O)O)c2cc(OC)ccc21	0	0.8%
CN(C)S(=O)(=O)Nc1ccc2c(c1)OCO2	-7	5.0%
CCOc1ccc(NC(=O)CSc2nc(C3CC3)nc3ccccc23)cc1	1	-1.7%
CCc1ccc(CCN2C(=O)c3ccccc3C2=O)nc1	6	1.6%
O=C(/C=C/c1ccccc1)c1ccccc1O	nt	-4.8%

An excerpt; rates above refer to the full screens.
